# hcGAS inh – human cGAS inhibition; Q8N884; recombinant h-cGAS, ATP depletion, Kinase-Glo luminescence; inhibition, % at 12.5 µM; hit rate 0.081% among 290,000; AID 1259398;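 note: 0% = vehicle reaction and 100% = reaction without DNA for no activity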
# Target sequence (Q8N884 whole entry, looked up): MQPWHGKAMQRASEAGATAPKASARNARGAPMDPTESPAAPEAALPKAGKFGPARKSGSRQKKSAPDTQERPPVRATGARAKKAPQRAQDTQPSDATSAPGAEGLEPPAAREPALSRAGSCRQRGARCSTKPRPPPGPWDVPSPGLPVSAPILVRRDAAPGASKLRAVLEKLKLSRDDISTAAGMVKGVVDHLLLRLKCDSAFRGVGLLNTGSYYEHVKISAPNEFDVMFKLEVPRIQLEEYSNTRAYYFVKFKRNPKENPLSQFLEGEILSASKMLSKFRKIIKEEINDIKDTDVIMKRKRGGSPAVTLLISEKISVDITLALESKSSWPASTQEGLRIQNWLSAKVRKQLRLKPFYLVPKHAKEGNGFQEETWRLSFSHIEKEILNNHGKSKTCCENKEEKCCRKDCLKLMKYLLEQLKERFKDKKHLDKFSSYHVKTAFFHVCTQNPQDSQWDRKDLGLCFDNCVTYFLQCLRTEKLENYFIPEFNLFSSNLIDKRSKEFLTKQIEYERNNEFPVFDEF
# mcGAS lum – inhibitors of mouse cGAS. inhibition, % at 12.5 µM. AID 1259399. hit rate 0.15% among 160,000. recombinant cGAS, Kinase-Glo ATP depletion luminescence. Q8C6L5;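 note: 0% = negative control wells and 100% = reference inhibitor with no enzyme activity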
# NPYLR7 agonist – mosquito NPYLR7 agonism. HEK293T NPYLR7/Galpha15, GCaMP6s calcium fluorescence. activation, % at 10 µM. hit rate 0.15% among 270,000. AID 1259423; in the data active = activation above about 40%;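 note: 0% = vehicle and 100% = reference agonist at the receptor; some compounds past the cut are filed as inactive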
# * hit, by the source's call; / = not tested or not shown; & = joins results of further samples. Cut-off read from the data, not from the text of the source, unless noted: active = inhibition above about 40%; inactive = the rest.
entry	structure	hcGAS inh	mcGAS lum	NPYLR7 agonist
1	Cc1cc(OCc2nc(C(=O)NCC3CCCO3)cs2)ccc1Cl (stereo not drawn)	-3	-8	1
2	Cc1nc(C(=O)N2CCCC2c2cc(C(C)C)on2)cs1 (stereo not drawn)	-2	-14	5
3	CCCS(=O)(=O)N1CCC(C(=O)Nc2ccc(N3CCCC3)nc2)CC1	-7	/	8
4	O=C1NC(=S)NC(=O)C1=Cc1ccc(OCCOc2ccccc2)cc1	1	7	-6
5	Cc1cc(C(=O)OCC(=O)c2ccccc2)c2ccccc2n1	-3	-7	1
6	Cc1ccccc1CCNC(=O)c1cnc2n(c1=O)CCS2	-2	/	8
7	CCN(Cc1noc(C)n1)C(=O)CCc1scnc1C	-1	/	-6
8	COC(=O)c1ccc(/C=C2\SC(=S)N(c3ccccc3)C2=O)cc1	-5	-4	3
9	COc1ccc(C(=O)N2CCC3(CC2)C(=O)N(CC(=O)Nc2ccc(C)cc2)CN3c2ccccc2)cc1	-11	-7	15
10	CCc1[nH]n(-c2ccc(Cl)c(Cl)c2)c(=O)c1C1=C([n+]2ccccc2)C(=O)N(CC(C)C)C1=O	-1	-6	-4
11	CCCC(C)(C)C(=O)N1CCC1(C)C(=O)NS(=O)(=O)c1ccccc1C (stereo not drawn)	-2	/	13
12	Cc1cc(C(=O)N2CCC(C(N)=O)C2)c(C)n1-c1ccccn1 (stereo not drawn)	-5	/	-2
13	COc1cc2c(cc1-c1nccn1C(C)c1nc(C)cs1)CCC2 (stereo not drawn)	-8	-10	/
14	COc1cc(OC)cc(C(=O)NCCc2nnc3ccccn23)c1	-5	/	6
15	COc1ccc(-c2c(C)c3ccc4c(c3oc2=O)CN(Cc2ccco2)CO4)cc1OC	7	3	-2
16	CC(C)c1ccc(N2CCN(CC(=O)N(CCO)Cc3ccccc3)C2=O)cc1	-4	/	14
17	CN(C)c1ncc(-c2nccn2Cc2cccc(-n3cccn3)c2)cn1	-4	/	5
18	COc1cccc(N=c2scc(-c3ccccc3)n2-c2ccc(OC)c(OC)c2)c1	-5	-5	-11
19	CN1CC2(CCN(C(=O)c3ccccc3N3CCOCC3)C2)OC1=O (stereo not drawn)	-2	-15	5
20	CCCCCc1ccc(C(=O)N(CCOC)Cc2ccc(OS(C)(=O)=O)cc2)cc1	-8	-4	19
21	COc1ccc(OC)c(/C=C/c2[nH]c(=O)[nH]c(=O)c2[N+](=O)[O-])c1	-2	1	-13
22	CCCn1ncc(C(=O)N2CCC(Cc3cccc(C(=O)O)c3)C2)c1C (stereo not drawn)	-6	-11	4
23	S=c1[nH]nc(-c2cccc(Br)c2)o1	8	/	0
24	COc1ccc(-c2nnc(SCc3c(F)cccc3Cl)n2-c2ccc(Cl)c(Cl)c2)cc1	-3	-4	8
25	CCc1csc(CNC(=O)c2ccc(N3Cc4cnn(CCO)c4C3)nc2)n1	2	-10	2
26	C=CCNC(=O)C(C1CCCC1)N1CCN(C(=O)c2ccc(Cl)c(Cl)c2)CC1 (stereo not drawn)	-5	-5	-1
27	COC(=O)c1cc(=O)n2[nH]cnc2n1	-8	/	6
28	CN(C)CCN(Cc1cc(NC(=O)c2ccco2)ccc1N(C)C)C(=O)c1ccc(F)cc1	-3	-9	4
29	CC[C@@]1(C(=O)O)C[C@H](C(=O)NCc2cccnc2)[C@H](c2ccc(OC)cc2)N1C	1	/	-6
30	Cc1nccn1CCC1CCCCN1C(=O)Cn1nnnc1CN1CCOCC1 (stereo not drawn)	-1	/	-4
31	O=C(N1CC(c2cccnc2)C1)C1(c2ccc(F)cc2)CCOCC1	5	-2	/
32	c1ccc(/C(=C(\c2ccccc2)c2ccncc2)c2ccncc2)cc1	-10	/	8
33	Cc1ccc(C(=O)N=C2N=C3C=CC(I)=CN3Cc3ccccc32)cc1	-1	-2	-1
34	Cc1noc(NS(=O)(=O)c2ccc(N=CC(C#N)c3nc4ccccc4n3C)cc2)c1C (stereo not drawn)	-5	-8	-7
35	CCOCCn1cc(C2CCN(S(=O)(=O)c3cc(Cl)cc(Cl)c3)CC2)c2ccccc21	4	1	5
36	COC(=O)c1ccccc1NC(=O)N1CCN(CC(OCc2cccc(OC)c2)c2ccc(Cl)cc2)CC1 (stereo not drawn)	-6	-7	/

# Compound profiles, from the list above. Order of screens: hcGAS inh, mcGAS lum, NPYLR7 agonist
# `c1ccc(/C(=C(\c2ccccc2)c2ccncc2)c2ccncc2)cc1` is listed as -10, /, 8
# `CCOCCn1cc(C2CCN(S(=O)(=O)c3cc(Cl)cc(Cl)c3)CC2)c2ccccc21` is listed as 4, 1, 5

# Next structures:
entry	structure	hcGAS inh	mcGAS lum	NPYLR7 agonist
37	C=CCSc1nc2c(c(=O)n(C)c(=O)n2C)n1Cc1ccccc1	-1	/	4
38	Cc1cc(CS(=O)(=O)Nc2ccccc2CN(C)C2CCCCC2)on1	-7	-16	14
39	Cc1ccc(Cc2nsc(N3CCCN(S(=O)(=O)c4ccc(C(C)(C)C)cc4)CC3)n2)cc1	-11	-4	20
40	CC(C)C(=O)N1CCCC(C(=O)NCc2ccc(NC(=O)c3ccco3)cc2)C1 (stereo not drawn)	-8	/	-1
41	Cc1cc(C)c(C)c(OCCC(=O)N2CCCN(CC(N)=O)CC2)c1	-1	/	-6
42	CCCNC(=O)c1c(O)nc2ccccn2c1=O	-5	-7	-2
43	CCS(=O)(=O)c1ncc(CN2CCN3CCCC3C2)n1CCCc1ccccc1 (stereo not drawn)	1	-6	3
44	Cc1ccc(-n2cnn(CN3CCN(S(=O)(=O)c4ccccc4C#N)CC3)c2=S)c(C)c1	-8	/	8
45	Cc1ccc(CNC(=O)CSc2nc3c(cnn3CCO)c(=O)[nH]2)cc1	0	/	2
46	COCCNC(=O)NC(C)(C)c1cnn(C)c1	-2	/	-2
47	CC1c2cccn2CCN1Cc1ccc(C#N)cc1F (stereo not drawn)	0	-13	8
48	COC(=O)c1sc(S(=O)(=O)N2CCN(C(=O)C(C)C)CC2)c(C(=O)OC)c1C	-1	-8	-7
49	CCC1CN(C(=O)c2coc3ccccc23)CCC(=O)N1Cc1ccccc1 (stereo not drawn)	-9	-13	/
50	CC(=O)NO	-2	/	-9
51	Cc1ccc(C)c(OCCN(C)Cc2ncccc2C(=O)O)c1	-3	-16	15
52	O=C(CC1CCCC1)OCc1cc(-c2ccc(F)cc2)on1	1	/	0
53	CCC(Cn1cnc(-c2ccccc2)c1-c1nccs1)N1CCOCC1 (stereo not drawn)	0	/	-19
54	CN(CCc1cn[nH]c1)c1ccc(-c2nccn2C)nn1	-8	-9	0
55	CCOc1ccc(NC(=O)c2nnn(-c3ccc(F)cc3)c2N)cc1	-5	-6	7
56	CCOC(=O)c1cccc2c1NC(c1ccccc1[N+](=O)[O-])C1CC=CC21 (stereo not drawn)	1	-2	-2
57	CCCOC(=O)N1CCC(c2nn(C)c(=O)n2Cc2ccccc2)CC1	-2	-20	0
58	COc1cc(C(=O)N2CCCC(Nc3ccc(C)c(C)c3)C2)cc(OC)c1OC (stereo not drawn)	-6	/	5
59	CCNC(=O)NCC1CCCN(Cc2cc3ccccc3o2)C1 (stereo not drawn)	-1	-5	3
60	Cc1cc(=O)n2[nH]c(C)c(-c3ccccc3)c2n1	2&14	-4	-2&10
61	CCOC(=O)C1=C(COC(=O)C=Cc2ccc(Br)o2)NC(=O)NC1C (stereo not drawn)	13	/	3
62	COCCNC(=O)c1cccc(CSc2nc(N3CCCC3)cc(C(C)(C)C)n2)c1	-9	-6	5
63	CCOC1CC(NC(=O)CNC(=O)c2ccccc2C)C1(C)C (stereo not drawn)	-3	/	-8
64	Fc1ccc2c(c1)C(=NNc1nc3ccccc3s1)CCS2	-5	/	9
65	CC(=O)Nc1ccc(OC(=O)c2ccccc2O)cc1	-1	/	-14
66	CC(C)C(C)N(Cc1ccc(-c2nn[nH]n2)cc1)Cc1ccco1 (stereo not drawn)	-7	/	-1
67	CCCCc1ccc(-n2c(C)cn3c4c(=O)n(CC(=O)OCC)c(=O)n(C)c4nc23)cc1	-2	-2	8
68	COC(CNc1ncnc2c1nnn2C)OC	-10	/	13
69	CN1CCN(C(=O)CCN2C(=O)/C(=C/c3ccc(F)cc3)SC2=S)CC1	-6	-7	-3
70	COc1cccc(-c2cc(C(=O)N3CCN(C(=O)Cc4cccs4)CC3)c(C)n2-c2ccccc2)c1	-3	-4	19
71	Cc1cc(S(=O)(=O)NC(C)(C)CC(C)(C)C)ccc1F	-5	/	1
72	O=C(CC(c1ccc(F)cc1)c1cn(Cc2ccccc2)c2ccc([N+](=O)[O-])cc12)NCCN1CCCC1 (stereo not drawn)	-4	-6	/
73	COc1ccc(N2C(=O)CN(C(=O)c3ccc(OC)o3)CC2(C)C)cc1	-9	/	6
74	COCc1cc(C)nc(OCC(=O)N/N=C\c2ccc(O)cc2O)c1C#N	-1	-4	5
75	CNC(=O)C(C)SC1=NC(=Cc2ccc(OC)cc2)C(=O)N1Cc1ccccc1 (stereo not drawn)	10	19	0
76	COc1ccc(S(=O)(=O)Nc2c(C)cccc2C(C)C)cc1OC	-1	-2	-2
77	COc1ccc(Cn2ccnc2CN(Cc2cccnc2)C(=O)c2cccs2)cc1	2	-3	8
78	CNC(=O)Nc1nc(SC)n[nH]1	-2	/	-2
79	CCN(CC)c1ccc2cc(-c3csc(N/N=C\c4ccccc4)n3)c(=O)oc2c1	-6	-4	4
80	O=C(c1nc2ccc(Cl)cn2c1CN1CCSCC1)N1CCCCCCC1	-3	/	16
81	Cc1ccccc1-c1ccc(N2CCC(C(=O)NN3CCN(C)CC3)CC2)nn1	-2	-7	-9
82	CC1(Cc2ccccc2C#N)C(=O)Nc2ccc(OC(F)(F)F)cc21 (stereo not drawn)	4	2	-2
83	COc1ccc(OC)c2c(C)cc(NC3CCS(=O)(=O)C3)nc12 (stereo not drawn)	-11	/	-2
84	COc1ccccc1CCNC(=O)CN1CN(c2ccccc2)C2(CCN(C(=O)c3cc(C(F)(F)F)cc(C(F)(F)F)c3)CC2)C1=O	-4	-2	8
85	CCCn1ncc(CN2CCOC(c3ccc(Cl)c(Cl)c3)C2)c1C (stereo not drawn)	2	/	-6
86	COCCN(Cc1nc2ccccc2o1)C(=O)c1cc(F)cc(F)c1	-4	-4	-4

# Entries shown so far with an aryl methoxy group, in the order listed:
entry	structure	hcGAS inh	mcGAS lum	NPYLR7 agonist
9	COc1ccc(C(=O)N2CCC3(CC2)C(=O)N(CC(=O)Nc2ccc(C)cc2)CN3c2ccccc2)cc1	-11	-7	15
13	COc1cc2c(cc1-c1nccn1C(C)c1nc(C)cs1)CCC2 (stereo not drawn)	-8	-10	/
14	COc1cc(OC)cc(C(=O)NCCc2nnc3ccccn23)c1	-5	/	6
15	COc1ccc(-c2c(C)c3ccc4c(c3oc2=O)CN(Cc2ccco2)CO4)cc1OC	7	3	-2
18	COc1cccc(N=c2scc(-c3ccccc3)n2-c2ccc(OC)c(OC)c2)c1	-5	-5	-11
21	COc1ccc(OC)c(/C=C/c2[nH]c(=O)[nH]c(=O)c2[N+](=O)[O-])c1	-2	1	-13
24	COc1ccc(-c2nnc(SCc3c(F)cccc3Cl)n2-c2ccc(Cl)c(Cl)c2)cc1	-3	-4	8
29	CC[C@@]1(C(=O)O)C[C@H](C(=O)NCc2cccnc2)[C@H](c2ccc(OC)cc2)N1C	1	/	-6
36	COC(=O)c1ccccc1NC(=O)N1CCN(CC(OCc2cccc(OC)c2)c2ccc(Cl)cc2)CC1 (stereo not drawn)	-6	-7	/
58	COc1cc(C(=O)N2CCCC(Nc3ccc(C)c(C)c3)C2)cc(OC)c1OC (stereo not drawn)	-6	/	5
70	COc1cccc(-c2cc(C(=O)N3CCN(C(=O)Cc4cccs4)CC3)c(C)n2-c2ccccc2)c1	-3	-4	19
73	COc1ccc(N2C(=O)CN(C(=O)c3ccc(OC)o3)CC2(C)C)cc1	-9	/	6
75	CNC(=O)C(C)SC1=NC(=Cc2ccc(OC)cc2)C(=O)N1Cc1ccccc1 (stereo not drawn)	10	19	0
76	COc1ccc(S(=O)(=O)Nc2c(C)cccc2C(C)C)cc1OC	-1	-2	-2
77	COc1ccc(Cn2ccnc2CN(Cc2cccnc2)C(=O)c2cccs2)cc1	2	-3	8
83	COc1ccc(OC)c2c(C)cc(NC3CCS(=O)(=O)C3)nc12 (stereo not drawn)	-11	/	-2
84	COc1ccccc1CCNC(=O)CN1CN(c2ccccc2)C2(CCN(C(=O)c3cc(C(F)(F)F)cc(C(F)(F)F)c3)CC2)C1=O	-4	-2	8
